CSN inh = blocks human CSN-mediated cullin deneddylation. Q92905. Purified CSN, SCF-Nedd8-OG deneddylation, fluorescence polarization. inhibition, % at 12.5 µM. 360,000 tested, 0.38% active. AID 651999;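 active means pattern-corrected inhibition above about 35%, with an unprinted fluorescence ratio check between 0.5 and 1.5, limit read from the data, passing the limit was not always enough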;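 further: 0% = enzyme with substrate and 100% = substrate without enzyme; some results filed as inactive read as strong as hits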
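Detection – fluorescence polarization · System – HEK293T-derived human Csn5 enzyme · Controls – substrate-only high control, full reaction low control · Timing – 90 min, room temperature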
Scp1 inh = inhibitors of human Scp-1 phosphatase. Recombinant Scp1, phosphopeptide, malachite green phosphate absorbance. 340,000 tested, 0.88% active. AID 493091. Q9GZU7. inhibition, % at 20 µM;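 active means inhibition above about 50% at 20 µM, limit read from the data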;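 further: plate controls were DMSO wells with enzyme for no effect and wells lacking enzyme for full effect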
Target sequence (Q9GZU7 76-261 limits assumed): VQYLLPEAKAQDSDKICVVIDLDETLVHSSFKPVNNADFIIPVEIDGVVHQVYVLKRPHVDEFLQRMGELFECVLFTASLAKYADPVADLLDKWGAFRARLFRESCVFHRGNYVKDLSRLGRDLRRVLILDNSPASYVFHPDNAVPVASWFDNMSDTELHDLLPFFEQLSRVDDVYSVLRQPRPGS
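System: SCP-1 catalytic domain; Reagent: Phospho 17-mer peptide substrate; Doses: one concentration, 20 µM, with 1.0% DMSO; Incubation: 45 min room-temperature reaction, 5 min colour, 30 min stabiliser; Signal: Phosphate-binding colour reagent, absorbance read at 630 nm.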
SUMO1 PPI mod = SUMO1-SIM interaction modulation; inhibition, % at 20 µM; 360,000 tested, 0.33% active; SUMO1 binding to a labelled peptide, TR-FRET, 1 h; P63165; AID 602429; in the data active means inhibition above about 37%
Target sequence (P63165 whole entry, looked up): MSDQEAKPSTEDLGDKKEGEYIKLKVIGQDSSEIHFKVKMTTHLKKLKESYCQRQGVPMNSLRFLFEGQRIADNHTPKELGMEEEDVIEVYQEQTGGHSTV
MLLE-PAM2 inh = blocks PAM2 peptide binding to the PABP1 MLLE domain; 360,000 tested, 0.36% active; P11940; inhibition, % at 20 µM; GST-MLLE / FITC-PAM2 fluorescence polarization; in the data active means inhibition above about 35%, passing the limit was not always enough;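 further: plate controls were DMSO wells with GST-MLLE for no effect and wells lacking GST-MLLE protein for full effect; some results filed as inactive read as strong as hits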
Target sequence (P11940 whole entry, looked up, the tested form may be a part): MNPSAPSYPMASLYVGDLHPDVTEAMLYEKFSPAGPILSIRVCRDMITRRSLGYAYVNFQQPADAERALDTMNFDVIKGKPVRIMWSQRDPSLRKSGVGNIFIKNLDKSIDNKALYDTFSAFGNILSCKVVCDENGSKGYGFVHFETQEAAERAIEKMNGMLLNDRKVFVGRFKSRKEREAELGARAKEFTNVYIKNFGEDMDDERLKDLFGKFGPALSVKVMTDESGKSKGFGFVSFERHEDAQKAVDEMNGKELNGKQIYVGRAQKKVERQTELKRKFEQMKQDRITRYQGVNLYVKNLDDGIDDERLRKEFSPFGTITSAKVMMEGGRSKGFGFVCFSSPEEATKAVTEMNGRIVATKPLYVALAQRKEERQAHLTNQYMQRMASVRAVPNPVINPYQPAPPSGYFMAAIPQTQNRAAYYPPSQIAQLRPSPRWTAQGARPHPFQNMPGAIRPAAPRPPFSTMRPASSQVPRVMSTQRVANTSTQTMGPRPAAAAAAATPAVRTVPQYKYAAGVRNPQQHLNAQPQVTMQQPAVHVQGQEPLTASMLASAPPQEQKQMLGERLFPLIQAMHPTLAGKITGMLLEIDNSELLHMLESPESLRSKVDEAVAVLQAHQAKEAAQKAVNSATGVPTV
STEP inh = blocks human striatal-enriched tyrosine phosphatase | recombinant STEP, OMFP fluorogenic substrate, fluorescence | inhibition, % at 20 µM | 360,000 tested, 0.25% active;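 active means inhibition at 20 µM, scaled per plate between control wells, above about 37%, limit read from the data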;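 further: 0% = DMSO with enzyme and substrate and 100% = substrate only without enzyme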
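System: STEP (striatal-enriched tyrosine phosphatase) enzyme, cell-free; medium: Bis-Tris pH 6.0 buffer with DTT, detergent; dosing: 20 µM, 1% DMSO; times: reaction 20 min, ambient temperature; detection: fluorescence, 480/540 nm; read-out basis: normalized % inhibition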
LMPTP inh = blocks human LMPTP phosphatase | P24666 | recombinant LMPTP-A, OMFP fluorogenic substrate, fluorescence intensity | inhibition, % at 20 µM | 360,000 tested, 0.22% active;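 active means compounds that cut the enzyme signal by at least half of the control window in the single-dose screen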;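 further: plate controls were DMSO wells with enzyme plus substrate for no effect and substrate without enzyme for full effect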
Target sequence (P24666 whole entry, looked up): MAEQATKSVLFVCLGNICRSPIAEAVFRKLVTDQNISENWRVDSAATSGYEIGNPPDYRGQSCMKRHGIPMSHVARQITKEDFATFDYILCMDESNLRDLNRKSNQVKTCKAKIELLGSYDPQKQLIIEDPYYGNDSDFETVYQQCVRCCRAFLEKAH
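Test system – LMPTP-A phosphatase enzyme · Quantity – 0.625 nM LMPTP-A final · Reagent – OMFP substrate, 400 µM final · Dosing – one test concentration per compound, 20 µM, with 3% DMSO overall · Timing – 50 min enzyme reaction at room temperature, protected from light · Detection – fluorescence intensity · Controls – substrate-only low control, DMSO enzyme-plus-substrate high control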
Rpn11 block = blocks the human proteasome subunit Rpn11; O00487; human 26S proteasome, Ub4-pepOG fluorescence polarization; 20S core pre-blocked with epoxomicin; calls only at 20 µM; 360,000 tested, 0.59% active; AID 588493;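 active means inhibition at 20 µM, scaled to each plate's controls, above about 33%, limit read from the data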
Tb MetRS inh = blocks T. brucei methionyl-tRNA synthetase activity | inhibition, % at 11.9 µM | 360,000 tested, 0.4% active | purified T. brucei MetRS, ATP depletion, Kinase-Glo luminescence;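 active means inhibition above a per-plate cutoff of the control wells' mean inhibition plus 3 SD, cut at about 5.5% in these data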;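 further: 0% = DMSO wells median and 100% = median of wells with control inhibitor compound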
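Assay system: T. brucei methionyl-tRNA synthetase, purified | Medium: HEPES buffer with MgCl2, KCl, DTT, spermine, BSA, pyrophosphatase | Compound: 11.9 µM single point | Incubation: 15 min enzyme-compound preincubation, 2 h reaction, 10 min detection, 25 °C | Measured by: Kinase-Glo luciferase luminescence reporting remaining unconsumed ATP | Measure: % inhibition normalized to control-well medians | Replication: Singlicate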
DNMT1 block = blocks human DNA methyltransferase DNMT1; DNMT1 molecular beacon, Hinp1I cleavage, fluorescence; 360,000 tested, 0.83% active; inhibition (reported as % activation of signal), % at 10 µM; P26358; in the data active means inhibition above about 50%
NadD inh = blocks S. aureus nicotinate mononucleotide adenylyltransferase; inhibition, % at 20 µM; 360,000 tested, 0.78% active; AID 602399; purified NadD enzyme, colorimetric absorbance read-out; in the data active means inhibition above about 26%; further: some compounds past the cut are filed as inactive
The depositor's hits bear a star; i = inactive; · = no result given.

The opening two compounds (preview)
SMILES | CSN inh | Scp1 inh | SUMO1 PPI mod | MLLE-PAM2 inh | STEP inh | LMPTP inh | Rpn11 block | Tb MetRS inh | DNMT1 block | NadD inh
CC(C)CN(C(=O)COC(=O)CNC(=O)c1ccccc1F)c1c(N)n(Cc2ccccc2)c(=O)[nH]c1=O | 3 | 1 | 0 | -28 | 1 | 1.2 | i | -0.3 | -5 | 3
O=C(CSc1nnc(NC(=O)c2cccc(Cl)c2)s1)NCC1CCCO1 (stereo not given) | -2 | -12 | 5 | -7 | 0 | -1.2 | i | 0.2 | 0 | 6

The list itself (from the top)
SMILES | CSN inh | Scp1 inh | SUMO1 PPI mod | MLLE-PAM2 inh | STEP inh | LMPTP inh | Rpn11 block | Tb MetRS inh | DNMT1 block | NadD inh
CC(C)CN(C(=O)COC(=O)CNC(=O)c1ccccc1F)c1c(N)n(Cc2ccccc2)c(=O)[nH]c1=O | 3 | 1 | 0 | -28 | 1 | 1.2 | i | -0.3 | -5 | 3
O=C(CSc1nnc(NC(=O)c2cccc(Cl)c2)s1)NCC1CCCO1 (stereo not given) | -2 | -12 | 5 | -7 | 0 | -1.2 | i | 0.2 | 0 | 6
COc1ccc(Nc2nc(Cl)c(C=O)s2)cc1 | 41* | · | -23 | -128 | -5 | -0.3 | · | -0.2 | -9 | -4
Cc1c(=O)n(OCc2ccccc2F)c2ccccc2[n+]1[O-] | 4 | -10 | -19 | -10 | -3 | 1.2 | i | -0.7 | 84* | 3
CCOC(=O)C1CCCN(S(=O)(=O)c2cn(C)c(=O)n(C)c2=O)C1 (stereo not given) | -2 | -11 | 0 | -1 | 0 | -1.1 | i | 0.1 | 5 | 3
O=S(=O)(c1cccc2nonc12)N1CCN(c2cccc(Cl)c2)CC1 | 4 | -2 | -13 | -6 | 1 | 3.9 | i | -0.2 | -6 | 5
Cc1ccc(OCCNS(=O)(=O)c2ccc(N3CCCC3=O)cc2)cc1C | 1 | -5 | 0 | 16 | 1 | 0.1 | i | -1.4 | 1 | -8
COC(=O)CCC(=O)NC1CC(C)(C)Cc2c1cnn2-c1ccccc1 (stereo not given) | -4 | -8 | 3 | -16 | -1 | -1.9 | i | -0.9 | 5 | 2
N#C/C(=C\c1ccc(Sc2ccc(Cl)cc2)o1)c1nc2ccccc2[nH]1 | 4 | 4 | 6 | -45 | 1 | 5.1 | i | 1.7 | 3 | 24
Cc1ccc(S(=O)(=O)Cn2nnnc2CN2CCOCC2)cc1 | -2 | 0 | -4 | -6 | 2 | -1.5 | i | -0.3 | 3 | 0
O=C(Cc1ccccc1)NN1C(=O)C2C3C=CC(C3)C2C1=O (stereo not given) | 1 | -5 | 0 | -3 | -2 | -1.2 | i | 0.4 | -3 | 8
O=C(O)c1ccc2c(c1)ncn2C1CCCCC1 | -3 | -3 | 0 | 3 | -5 | -1.7 | i | -0.2 | 2 | -3
Cc1ccc2c(c1)C=CC(C#N)N2C(=O)c1ccccc1 (stereo not given) | 5 | -7 | -6 | -9 | -1 | -0.1 | i | 0.0 | 2 | -2
C[C@H](NC(=O)c1ccco1)C(=O)Nc1ccc(S(=O)(=O)N2CCCC2)cc1 | 0 | -1 | 0 | -1 | -7 | 0.2 | i | -0.8 | 4 | 2
CN1CCN(S(=O)(=O)c2ccc(NC(=O)C3CCCCC3)cc2)CC1 | 0 | 6 | 2 | 6 | -3 | -2.0 | i | -1.2 | 0 | 1
O=C(Cc1sc(-c2ccccc2Cl)nc1-c1ccccc1)Nc1ccccc1 | -1 | 3 | 2 | 5 | -2 | 0.9 | i | -0.4 | 27 | -1
CC(C)CC(=O)Nc1nnc(S(=O)(=O)N2CCCCCC2)s1 | 0 | -7 | 3 | 8 | 0 | -1.1 | i | 0.4 | -1 | 0
CCCN1CCN(C2CCCCC2NS(=O)(=O)c2ccccc2)CC1 (stereo not given) | -6 | -6 | -3 | 7 | -2 | -2.0 | i | -0.2 | -2 | -1
CC(=O)N/C(=C\c1ccccc1)C(=O)OCc1ccccc1 | -1 | -7 | -7 | -8 | -2 | -0.5 | i | -0.3 | 0 | -6
COc1cc(-c2nnc(SCC3(c4ccc(Br)cc4)OCCO3)o2)cc(OC)c1OC | -1 | 9 | 1 | -8 | 4 | 3.7 | i | -0.5 | -5 | -2
CC(C)(C)OC(=O)CC[C@@H](C(=O)N1CCN(C(=O)OC(C)(C)C)CC1)n1cc(C(CO)NC(=O)OC(C)(C)C)nn1 (stereo not given in full) | -4 | -6 | 2 | -5 | 1 | -1.9 | i | -0.3 | -1 | -3
CCNc1ccc(C(=O)OCC(=O)N(Cc2ccccc2)C(C)(C)C)cc1[N+](=O)[O-] | 3 | -17 | -20 | -8 | 1 | 5.9 | i | 0.4 | -6 | 0
CC12CCC(=O)N1C(C(=O)Nc1nc(-c3ccc(F)c(F)c3)cs1)CS2 (stereo not given) | 1 | 2 | 2 | 0 | 2 | -0.6 | i | -0.1 | 2 | 0
NS(=O)(=O)c1cc(C(=O)O)c(NCc2ccco2)cc1Cl | 0 | -11 | 1 | -4 | -4 | -0.6 | i | 0.2 | -5 | 0
COc1ccnc(Oc2cc(Cl)cc(Cl)c2)c1C#N | -3 | -4 | 3 | -3 | 0 | 0.0 | i | 0.0 | 5 | -6

An excerpt from above in order of their number in CSN inh, high to low.
Structure | CSN inh | Scp1 inh | SUMO1 PPI mod | MLLE-PAM2 inh | LMPTP inh | Rpn11 block | DNMT1 block | NadD inh
O=C(Cc1ccccc1)NN1C(=O)C2C3C=CC(C3)C2C1=O (stereo not given) | 1 | -5 | 0 | -3 | -1.2 | i | -3 | 8
C[C@H](NC(=O)c1ccco1)C(=O)Nc1ccc(S(=O)(=O)N2CCCC2)cc1 | 0 | -1 | 0 | -1 | 0.2 | i | 4 | 2
CCOC(=O)C1CCCN(S(=O)(=O)c2cn(C)c(=O)n(C)c2=O)C1 (stereo not given) | -2 | -11 | 0 | -1 | -1.1 | i | 5 | 3

Carrying on:
SMILES | CSN inh | Scp1 inh | SUMO1 PPI mod | MLLE-PAM2 inh | STEP inh | LMPTP inh | Rpn11 block | Tb MetRS inh | DNMT1 block | NadD inh
Nc1[nH]n(-c2ccccc2)c(=O)c1N=Nc1ccc2c(c1)OCCO2 | -14 | -3 | -27 | 7 | 2 | 2.7 | i | -1.2 | -5 | -8
O=C(Nc1cnccc1C(F)(F)F)NC1CCCCC1 | -1 | -3 | -1 | 17 | -2 | -1.4 | i | -0.4 | 1 | 0
CCOC(=O)CSc1ccc(S(=O)(=O)N(CC)CC)cc1[N+](=O)[O-] | -3 | 0 | -29 | 29 | -1 | -0.5 | i | 0.0 | -1 | -8
O=C(NCc1cccc(C(F)(F)F)c1)C1CC(c2c(Cl)cccc2Cl)=NO1 (stereo not given) | 0 | -8 | 2 | 3 | -2 | 1.5 | i | -0.1 | 0 | -9
Cc1cc(F)ccc1S(=O)(=O)Nc1ccc(C(=O)N(C)Cc2ccco2)cc1 | 0 | -5 | 4 | -4 | 2 | 0.9 | i | -0.1 | -2 | 0
COc1ccc(NC(=S)N2CCC(Cc3ccccc3)CC2)cc1OC | 5 | 5 | 3 | -101 | 2 | 1.2 | i | -0.6 | 3 | 4
COCCn1c(SCC(=O)c2ccc(F)cc2)nnc1C(C)C | 5 | -9 | 0 | 21 | 1 | -0.4 | i | 0.0 | 2 | 3
O=C(Cn1c(=O)c(=O)n(Cc2ccccc2)c2ccc(Cl)cc21)Nc1cccc(F)c1 | -10 | -8 | 3 | 14 | -1 | 1.0 | i | 0.8 | 8 | 14
O=C(O)[C@H](Cc1ccccc1)N1C(=O)c2ccncc2C1=O | 1 | 1 | -6 | 5 | -3 | 0.2 | i | -0.1 | 7 | -1
Cc1csc(NC(=O)c2ccccc2C(=O)O)n1 | -9 | 6 | 1 | -5 | 1 | -0.2 | i | -0.8 | -1 | 3
CCN(C(=O)CSc1nnnn1C)C1CCCCC1 | 0 | -3 | 0 | 2 | -2 | 0.2 | i | -0.2 | 6 | -5
COc1ccccc1Nc1nc(N)nc(CSc2nc(C)cc(C)n2)n1 | 2 | -4 | -2 | 5 | -2 | -0.9 | i | 0.3 | 0 | -1
O=C1C(O)=CC(=C(c2ccccc2)c2ccccc2)c2ccccc21 | -3 | -10 | -19 | 6 | 3 | 4.5 | i | -0.2 | -7 | 18
COc1cc(C(=S)N2CCOCC2)ccc1OS(=O)(=O)c1ccc(Cl)cc1 | 6 | -15 | -3 | 10 | 2 | 1.5 | i | 0.1 | 0 | -1
OC(CCN1CCCCC1)(c1ccccc1)c1ccccc1 | -2 | -6 | 3 | 3 | 2 | -1.5 | i | -0.9 | 0 | -7
CC(C)C(C)(C#N)NC(=O)CSc1ncnc2sc(-c3ccccc3)cc12 (stereo not given) | 1 | -12 | -19 | -9 | 3 | 1.5 | i | 0.2 | 1 | -8
CCOc1ccc(NC(=O)N(CCN2CCOCC2)Cc2ccc3c(c2)CCCN3CC)cc1 | -2 | -6 | -6 | 21 | 4 | -3.8 | i | -0.1 | -4 | -2
O=C(NCCN1CCOCC1)c1cccc2c1C(=O)c1ccc(N3CCCC3)cc1S2(=O)=O | 35 | 5 | -50 | -52 | 0 | 3.9 | · | -0.3 | 2 | 5
Cc1ccc(NC2=NC(c3ccccc3)n3c(nc(C)cc3=O)N2)cc1 (stereo not given) | 5 | 0 | -2 | -5 | 1 | 1.9 | i | 3.2 | -4 | 0
CN(CC(=O)NCCN1CCOCC1)S(=O)(=O)c1ccc(Cl)cc1 | -4 | 3 | -1 | -5 | 0 | -0.5 | i | -0.3 | 0 | 2
ClCc1csc(-c2ccccc2Cl)n1 | -2 | -5 | 2 | 2 | -1 | -1.9 | i | -0.8 | 6 | -7
COc1ccc(-c2csc(C(NC(C)=O)c3cccc(F)c3)n2)cc1 (stereo not given) | 0 | · | -1 | 9 | 4 | -0.3 | i | -0.1 | 4 | -1
Cc1ccc(/C=C/c2onc(C)c2S(=O)(=O)N2CCC(C(=O)N3CCN(C)CC3)CC2)cc1 | 1 | 6 | -28 | -12 | 1 | -7.9 | i | 0.8 | -3 | -6
CCCCCCSc1ccc([C@H]2N[C@@](C)(C(=O)OC)[C@H]3C(=O)N(C)C(=O)[C@@H]23)cc1 | -5 | -5 | -2 | 18 | 2 | 1.5 | i | -0.4 | -6 | -7
O=S(=O)(Nc1cccc(S(=O)(=O)N2CCCC2)c1)c1cccc(Br)c1 | 1 | -8 | 2 | -8 | -1 | 0.2 | i | -0.5 | 1 | 3
CCOC(=O)c1ccc(S(=O)(=O)N2CCC(C(=O)O)CC2)cc1 | 0 | 4 | -2 | 4 | 0 | -0.9 | i | -0.2 | -6 | 1

Screens (PubChem BioAssay)
